TDP1 cell noCPT: qHTS for Inhibitors of human tyrosyl-DNA phosphodiesterase 1 (TDP1): qHTS in cells in absence of CPT. DT40 Tdp1-/- hTDP1 cells, no CPT, ATP luminescence, 48 h. Potency, µM (doses to about 46.2 µM), for the others: at the top dose activity change, negative = growth inhibition, actives largely listed as inhibitors. hit rate 15% among 420,000; note: nearly all actives have a fitted effect of over 55% in size
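Growth kinetics read by CellTiter-Glo luminescence after ≥48 hr at 37 °C. Cells: DT40 Tdp1-/- stably carrying human TDP1, 400 per well, compound exposure in the absence of CPT (DMSO vehicle).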
TDP1 cell CPT: growth inhibition of DT40 Tdp1-/-;hTDP1 cells with camptothecin (screen for TDP1 inhibitors); chicken DT40 Tdp1-/-;hTDP1 cells + 20 nM CPT, ATP luminescence, 48 h; Potency, µM (series often up to 46.2 µM), without a hit: at the highest dose activity change, negative = growth inhibition, most hits filed as inhibitors; hit rate 12% among 420,000; note: nearly all actives have a fitted effect of over 55% in size
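Chicken DT40 Tdp1-/- cells stably complemented with human TDP1 were seeded at 400 cells/well in medium containing 20 nM camptothecin, exposed to pin-transferred compounds, and grown at 37 °C for at least 48 hr. Viability was read as ATP luminescence.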
TDP1 inh: TDP1 (human) enzyme inhibition | Potency, µM (top dose mostly 130 µM), without a hit: at the highest dose activity change, negative = inhibition, hits mostly inhibitors | hit rate 0.28% among 350,000 | AID 485290 | recombinant TDP1, AlphaScreen DNA substrate cleavage | Q9NUW8; note: nearly all actives have a fitted effect of over 40% in size
Target sequence (Q9NUW8 whole entry, looked up): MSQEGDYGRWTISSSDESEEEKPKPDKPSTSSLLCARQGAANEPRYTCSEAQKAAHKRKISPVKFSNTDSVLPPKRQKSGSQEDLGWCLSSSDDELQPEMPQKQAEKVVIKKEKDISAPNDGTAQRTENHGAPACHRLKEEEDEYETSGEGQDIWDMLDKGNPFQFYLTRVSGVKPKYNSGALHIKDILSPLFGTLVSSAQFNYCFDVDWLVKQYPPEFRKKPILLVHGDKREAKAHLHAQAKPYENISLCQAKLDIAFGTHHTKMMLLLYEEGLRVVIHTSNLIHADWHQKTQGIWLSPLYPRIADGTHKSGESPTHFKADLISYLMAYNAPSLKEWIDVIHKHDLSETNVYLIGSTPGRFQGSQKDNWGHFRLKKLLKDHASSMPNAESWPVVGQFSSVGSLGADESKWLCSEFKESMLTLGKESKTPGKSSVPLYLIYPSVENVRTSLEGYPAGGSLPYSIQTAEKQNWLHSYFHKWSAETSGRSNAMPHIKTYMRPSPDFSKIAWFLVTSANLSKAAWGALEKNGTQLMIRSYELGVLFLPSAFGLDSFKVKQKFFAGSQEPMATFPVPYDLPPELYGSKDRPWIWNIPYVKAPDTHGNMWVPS
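Recombinant human Tdp1 (E. coli-expressed, 1 nM final) preincubated with compounds 15 min at room temperature, then 5'-biotin/3'-phosphotyrosine-FITC DNA substrate (15 nM final) added for 5 min. AlphaScreen beads (10 ug/ml final) added 10 min; cleavage lowers signal.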
Numbers without * were called inactive; ? = inconclusive; nt = no result given; & = joins results of further samples; ! = a repeat was not active; [ ] = remark or other dose. Calls come from the whole dose curve; as a rule, active = well fitted curve in the direction sought with a large enough effect; inconclusive = small, poorly fitted or top-dose-only effect, or another doubt; inactive = no such curve, though single readings can be large; an effect the other way counts as inactive or inconclusive. % is set by controls: 0 for no effect and ±100 for the full control effect; potency is the fitted concentration of half-maximal effect. Only part of the results is shown, so the mix of outcomes need not match the whole.

SMILES	TDP1 cell noCPT	TDP1 cell CPT	TDP1 inh
CSc1ccccc1C(=O)C1CCCN(Cc2cccc(C)n2)C1 (stereo unspecified)	?	?	6.0%
CC(=O)n1cc(C=C2C(=O)NC(=O)NC2=O)c2ccccc21	?	?	-10.7%
Cc1ccccc1N1C(=O)CC(=O)N(c2ccccc2C)C1=O	-9.9%	-0.3%	-10.5%
CCOC1=C(N2CC2)C(=O)C(OCC)=C(N2CC2)C1=O	-21.7%	-2.7%	nt
O=C(NC(Oc1ccccc1)C(Cl)(Cl)Cl)c1ccccc1 (stereo unspecified)	-17.8%	-0.9%	2.0%
COc1nc(NC(C)C)nc(N(C#N)CN2C(=O)c3ccccc3S2(=O)=O)n1	-82.3%	23.1µM*	9.0%
Cc1ccc(-c2c(C)n3c4c(=O)n(C)c(=O)n(C)c4nc3n2CCO)cc1	0.184µM*	0.259µM*	13.9%
c1ccc(-c2ccc(-c3n(-c4ccccn4)c4ccccc4[n+]3-c3ccccn3)cc2)cc1	8.2µM*	5.8µM*	6.0%
Cc1c(N=Nc2c(O)n(Cc3ccccc3)c(=O)[nH]c2=O)c(=O)n(-c2ccccc2)n1C	11.6µM*	16.4µM*	9.5%
CN[C@H]1C[C@@H](N)[C@H](O)[C@@H](O[C@@H]2O[C@H](CO)[C@H](O)[C@@H]3OC4(O[C@H]23)O[C@H](C(N)CO)[C@H](O)[C@H](O)[C@H]4O)[C@@H]1O (stereo partly specified)	-13.7%&-5.1%	-5.1%&-18.7%	nt
COc1ncccc1C(=O)NCC(CC(=O)O)c1ccccc1 (stereo unspecified)	1.8%	3.3%	0.0%
COc1cccc(CNCCc2ccc3c(c2)OCO3)c1OC	?	-35.1%	nt
COc1nnc(-c2ccc(N3CCCCC3)c(NC(=O)c3ccccc3)c2)c2ccccc12	14.6µM*	?	5.3%
N#CC(=C(O)c1ccc(S(=O)(=O)N(CCCl)CCCl)cc1)c1nc2ccccc2[nH]1	-2.9%	-6.6%	nt
COC(=O)[C@@]1(C)CC[C@]2(C)CC[C@@]3(C)C(=CC(=O)C4[C@@]5(C)CC[C@H](O)C(C)(C)[C@@H]5CC[C@]43C)[C@H]2C1 (stereo partly specified)	?	-28.5%	2.4%

Fetched one by one from the entries so far (2):
SMILES	TDP1 cell noCPT	TDP1 cell CPT	TDP1 inh
O=C(NC(Oc1ccccc1)C(Cl)(Cl)Cl)c1ccccc1 (stereo unspecified)	-17.8%	-0.9%	2.0%
Cc1ccc(-c2c(C)n3c4c(=O)n(C)c(=O)n(C)c4nc3n2CCO)cc1	0.184µM*	0.259µM*	13.9%

Grouped by structure, the entries above with four or more nitrogen atoms
SMILES	TDP1 cell noCPT	TDP1 cell CPT	TDP1 inh
COc1nc(NC(C)C)nc(N(C#N)CN2C(=O)c3ccccc3S2(=O)=O)n1	-82.3%	23.1µM*	9.0%
Cc1ccc(-c2c(C)n3c4c(=O)n(C)c(=O)n(C)c4nc3n2CCO)cc1	0.184µM*	0.259µM*	13.9%
c1ccc(-c2ccc(-c3n(-c4ccccn4)c4ccccc4[n+]3-c3ccccn3)cc2)cc1	8.2µM*	5.8µM*	6.0%
Cc1c(N=Nc2c(O)n(Cc3ccccc3)c(=O)[nH]c2=O)c(=O)n(-c2ccccc2)n1C	11.6µM*	16.4µM*	9.5%
COc1nnc(-c2ccc(N3CCCCC3)c(NC(=O)c3ccccc3)c2)c2ccccc12	14.6µM*	?	5.3%
N#CC(=C(O)c1ccc(S(=O)(=O)N(CCCl)CCCl)cc1)c1nc2ccccc2[nH]1	-2.9%	-6.6%	nt

(further entries)
SMILES	TDP1 cell noCPT	TDP1 cell CPT	TDP1 inh
Oc1ccc(CC2(N3CCCC3)CCCCC2)cc1	-4.2%	-1.6%	nt
O=C1CN=C(c2ccccc2Cl)c2cc(Cl)ccc2N1Cc1cccc(Cl)c1	?	20.6µM*	-0.9%
COc1ccc(C2=C(C(C)=O)Sc3nnc(-c4ccc(Cl)cc4)n3N2C(C)=O)cc1OC	2.31µM*	4.11µM*	0.0%
CCOP(=O)(Oc1ccccc1)c1c([N+](=O)[O-])cc(C(F)(F)F)cc1[N+](=O)[O-] (stereo unspecified)	-30.0%	-19.1%	nt
CN(C)P1(N(C)C)=NC(C(F)(F)F)=NC(C(F)(F)F)=N1	3.6%	-7.0%	1.0%
N/C(=N/[N+](=O)[O-])N1CCN(C(=O)Oc2ccc([N+](=O)[O-])cc2)CC1	-14.0%	-11.2%	nt
CCc1ccc(-n2nc(C)c3c2NC(=O)CSC3c2ccc(C(=O)OC)cc2)cc1 (stereo unspecified)	13µM*	14.6µM*	8.6%
COC(=O)C1=C(c2ccc(F)cc2F)C[C@@H]2CC[C@H]1N2C(=O)NCCCOC(C)C	-17.8%	-5.1%	0.1%
Fc1cccc(-c2ccc3c(c2)CN(C(=S)NCCc2ccccc2)Cc2cnnn2-3)c1	?	?	nt
COc1ccc(-n2c(O)c(C(C)=NCCN3CCNCC3)c(=O)[nH]c2=O)cc1	-28.9%	4.1%	2.0%
N#CC1=C(N)Oc2c(c(=O)sc3ccccc23)C1c1cccnc1 (stereo unspecified)	8.2µM*	8.2µM*	-5.1%
CNC(C)Cc1ccccc1OC (stereo unspecified)	-2.5%	-3.6%	5.6%&7.1%
C[C@H]1CNC(=O)c2c(C(=O)Nc3ccc(CNC(=O)OC(C)(C)C)cc3)ncn21	9.2µM*	14.6µM*	nt
CC1N=C(c2ccccc2Cl)c2cc(Br)ccc2NC1=O (stereo unspecified)	-7.6%	0.9%	nt
C=CCOc1c(Cl)cc(CNc2ccc3[nH]c(=O)[nH]c3c2)cc1OC	?	13µM*	7.9%
c1cncc(CNCCc2ccc3c(c2)OCO3)c1	-8.9%	4.1%	3.7%
CCN1C(=O)c2ccccc2Sc2ccc(C(=O)N3CCC4(CC3)OCCO4)cc21	13µM*	?	3.1%
CC(=O)N(C)C1=Nc2ccc(Cl)cc2C(c2ccccc2)=[N+]([O-])C1	?	0.0%	nt
COc1cc(CNCCc2c[nH]c3ccccc23)cc(OC)c1OC	?	?	nt
COc1cc(=O)n2c(c1C(=O)N(C)Cc1nonc1C)CCN(C(=O)C1C(C)(C)C1(C)C)CC2	-11.2%	14.2%	nt
CC(c1ccc(F)cc1)n1cc(C(=O)NCc2ccc3c(c2)OCO3)nn1 (stereo unspecified)	-10.3%	?	1.0%
O=C(Nc1ccccc1C(F)(F)F)c1cccn(Cc2ccccc2)c1=O	18.4µM*	?	-5.2%
C=CCn1c(O)c(C(CC)=NCc2ccco2)c(=O)[nH]c1=O	-19.6%	3.8%	nt
COc1ccc(S(=O)(=O)NCc2ccc(C(=O)N3CCC4(CC3)OCCO4)cc2)cc1	?	?	0.0%
CCOC(=O)c1ncn2c1CN(C)C(=O)c1c(I)cccc1-2	-9.4%	-4.5%	nt
CCN(CC)c1ccc(N=Cc2c(O)n(-c3ccc(OC)cc3)c(=O)[nH]c2=O)cc1	?	?	-0.7%
N=c1n(CCO)c2ccccc2n1Cc1ccccc1	?	-26.7%	0.0%
C[C@@H](N)C(=O)c1ccccc1	-19.7%[92.5 µM]	-26.7%[92.5 µM]	nt
CCCNC(=O)N1[C@H]2CC[C@@H]1C(C(=O)OC)=C(c1cccc(C#N)c1)C2	-3.6%	-14.2%	1.4%
Clc1ccc2c(c1)C(c1ccccc1Cl)=NCc1nnc(N3CCN(CCSc4ccccc4)CC3)n1-2	?	25.9µM*	2.5%
O=C(CN1CC=C(c2ccccc2)CC1)Nc1cc(Cl)ccc1Cl	16.4µM*	?	1.2%
Nc1ccccc1	-19.3%	-16.7%	12.7%
Cc1c(CCC(=O)N2CCCCC2)c(=O)oc2cc3occ(C(C)(C)C)c3cc12	11.6µM*	11.6µM*	4.7%
COc1ccc(NC(=O)CCc2nc(C3=CCN(Cc4cccc(Cl)c4)CC3)no2)cc1OC	11.6µM*	16.4µM*	8.1%
Cc1ccc(-n2c(O)c(C=NCc3ccco3)c(=O)[nH]c2=S)cc1C	-6.1%	-4.2%	2.7%
C/C(=N\NC(=O)c1ccccc1O)c1c(O)n(C2CCCCC2)c(=O)[nH]c1=O	-5.6%	24.6%	6.6%
CC(=NCc1ccc2c(c1)OCO2)c1c(O)n(-c2ccccc2)c(=O)[nH]c1=O	8.3%	-0.5%	3.6%
Cc1ccc(CN2CCCC(C(=O)c3sccc3C)C2)o1 (stereo unspecified)	20.6µM*	3.2%	2.7%
CCN(CC)CCOC(=O)C(C)(c1ccccc1)c1ccccc1	?	?	0.7%
COc1cccc2c1cc([N+](=O)[O-])c1c(C(=O)O)cc3c(c12)OCO3	11.6µM*!	18.4µM*!	0.0%
COC(=O)[C@]1(C)CC[C@@]2(C)CC[C@@]3(C)C4=CCc5c(cc(O)c(O)c5C)[C@]4(C)CC[C@@]3(C)C2C1 (stereo partly specified)	1.84µM*	4.61µM*	-9.0%
Cc1ccc(/C=C2/C(=O)NC(=O)N(C)C2=O)cc1	-2.3%	-0.5%	-5.9%
CN1CCN(c2ccc3nccnc3c2)CC1	5.3%	2.7%	-2.9%
Cc1ccc2cccc(OC(=O)N(C)c3ccccc3)c2n1	5.9%	17.0%	3.1%
OC[C@H]1O[C@@H](n2cnc3cc(Cl)c(Cl)cc32)[C@H](O)[C@H]1O	?	16.4µM*	8.9%&8.5%
COCCO[C@H]1CCC2C3CC=C4C[C@@H](O)CC[C@]4(C)C3CC[C@@]21C (stereo partly specified)	?	?	-2.8%
O=C(Nc1ccc(Cl)cc1C(=O)c1ccccc1)c1ccccc1Br	2.91µM*	?	2.2%[12.3 µM]
O=C(Nc1cccc(Cl)c1)N1C[C@H]2C[C@@H](C1)c1cccc(=O)n1C2	4.2%	9.9%	nt
Cc1ncc(CN2CCCC(C(=O)c3sccc3C)C2)s1 (stereo unspecified)	-19.9%	?	3.0%
Cn1cc(C(=O)OCC(=O)NC2(C#N)CCCCC2)c2ccccc21	-1.0%	1.5%	1.1%
Cc1oc(-c2cccs2)nc1CSCC(=O)N1CCC2(CC1)OCCO2	?	-26.2%	1.9%
O=C1N[C@H](Cc2ccccc2)C(=O)N2[C@@H]3[C@H](C[C@@H]12)c1ccccc1N3OOSc1ccccc1	18.4µM*	16.4µM*	nt
Nc1ncc([N+](=O)[O-])s1	-10.4%	-22.7%	-5.2%&13.8%
Cc1ccc(NC(=O)c2cccn(Cc3ccccc3C)c2=O)c(C)c1	-22.5%	-11.0%	0.0%
O=P(OCC(F)(F)C(F)F)(N1CCCCC1)N1CCCCC1	7.3%	-5.3%	4.1%
O=S1(=O)CC2(N3CCOCC3)CCCCC21 (stereo unspecified)	-14.4%	-20.2%	5.3%
COc1cc(CNCCc2c[nH]c3ccccc23)cc(OC)c1	23.1µM*	?	nt
O=C(CN1CC=C(c2ccccc2)CC1)NC(=O)NCc1ccccc1	?	?	3.4%
COc1ccc(S(=O)(=O)Nc2cc([N+](=O)[O-])ccc2OC)cc1	20.6µM*	?	-2.7%
CN1C(=O)NC(=O)C(N=Nc2ccc(Cl)cc2)C1=O (stereo unspecified)	?	-7.8%	nt

Going on with the list:
SMILES	TDP1 cell noCPT	TDP1 cell CPT	TDP1 inh
CC(=O)OCC(=O)[C@H]1CC[C@H]2[C@@H]3CC[C@H]4C[C@H](O)CC[C@]4(C)[C@H]3C(=O)C[C@]12C	-25.1%	-4.8%	nt
Cc1ccc(C2NC(=S)NC(c3ccc(C)cc3)C23C(=O)NC(=O)NC3=O)cc1 (stereo unspecified)	-10.2%	-22.0%	3.9%
COc1ccccc1CN1CCCC(C(=O)c2ccccc2SC)C1 (stereo unspecified)	20.6µM*	13µM*	2.4%
Cc1ccccc1C(=O)N1CC1C (stereo unspecified)	-0.8%	-27.6%	nt
CCCOC(=O)c1c(N)n(Cc2cccs2)c2nc3ccccc3nc12	?	18.4µM*	nt
Cc1cc(OC(=O)N2CCCCC2)c(C(C)C)cc1[N+](C)(C)C	?	?	8.2%
O=C(/C=C/c1ccc(Cl)cc1)N[C@@]12CCC(=O)[C@@H]3Oc4c(O)ccc5c4[C@@]31CCN(CC1CC1)C2C5	10.3µM*	13µM*	6.1%
Cc1ccc(C(=O)Nc2nc3ccccc3[nH]2)cc1	18.4µM*	?	-14.2%
COc1cccc(-c2nc3ccc(N4CCN(C)CC4)cc3[nH]2)c1	-7.1%	-18.1%	1.2%
C#CCNc1ccncc1S(=O)(=O)NC(=O)NC(C)C	3.4%	-6.8%	0.0%
Cc1cc(OCC(=O)N[C@H](C(=O)O)c2ccccc2)c2c3c(c(=O)oc2c1)CCC3	-5.9%	-4.1%	nt
Nc1ccc(N2CCN(Cc3ccccc3Cl)CC2)c(Cl)c1	-16.5%	-14.6%	10.9%
O=C1NC(=O)C(=Cc2ccccc2Oc2ccc(F)cc2)C(=O)N1	?	-28.8%	nt
N#CC1c2ccccc2-n2nncc2CN1S(=O)(=O)c1ccc(Cl)cc1 (stereo unspecified)	5.4%	1.0%	nt

Screening results from PubChem.
